Compound activity (PubChem BioAssay)
EWS-Fli inh: blocks EWS/Fli oncoprotein-driven transcription; 350,000 tested, 0.67% active; inhibition, % at 12.6 µM; AID 651661; A673 NR0B1-luciferase reporter, viability-normalised;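 active means mean inhibition of at least 50% after viability correction, with every replicate also passing that limit; inconclusive means mean reaches 50% but only one of two replicates passes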;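 further: firefly luciferase signal divided by Alamar Blue viability fluorescence both relative to DMSO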
esBAF inh: SWI/SNF esBAF complex inhibition | mouse ES cells, Bmi1-luciferase knock-in reporter, 24 h; 100% = twice the neutral-well signal | reporter increase, % at 12.5 µM | 350,000 tested, 2% active; in the data active means activation above about 40%; inconclusive means no clear call, values can overlap the other calls;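 further: 0% = median of the plate's neutral control wells and 100% = double that signal; a rise in the Bmi1 reporter signal indicates esBAF inhibition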
S100A4 inh HTS: blocks human S100A4 binding to myosin IIA peptide. AID 652163. inhibition, % at 10.7 µM. S100A4/TAMRA-MyoIIA peptide fluorescence polarization. P26447. 360,000 tested, 0.14% active;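 active means mean inhibition of at least 70% across replicates, with every replicate also reaching that level; inconclusive means mean inhibition reaches 70% but some replicates fall short; inactive means mean inhibition below 70%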
Target sequence (P26447 whole entry, looked up): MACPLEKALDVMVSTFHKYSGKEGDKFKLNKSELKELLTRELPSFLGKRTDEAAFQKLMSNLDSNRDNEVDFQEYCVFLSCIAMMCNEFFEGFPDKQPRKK
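Material: S100A4 monomer protein | Medium: HEPES pH 7.2 with CaCl2, KCl, NaCl, DTT, Triton | Reagent: Labelled myosin peptide probe, 5 nM | Doses: One dose per compound | Times: 5 min incubation before reading | Benchmarks: Neutral control DMSO, positive control TFP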
E-selectin induc: E-selectin induction on HUVECs | HUVEC E-selectin immunofluorescence imaging; normalized: neutral wells 0, TNF-alpha wells 100 | activation, % at 7.58 µM | 260,000 tested, 0.37% active;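 active means mean E-selectin-positive cell signal at least 10% of the positive control, reached in at least 60% of replicates, without over 20% cell loss; inconclusive means no rule given, readout overlaps actives, possibly toxicity-flagged; inactive means the rest, including those meeting only one limit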;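 further: in these data hits start at about 27%; measured in HUVEC primary endothelial cells; signal is the percent of cells scored E-selectin positive by PE staining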
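Assay system: HUVEC primary endothelial cells. Input: 3,000 HUVEC seeded per well. Doses: one compound dose added by pin transfer. Read-out basis: % PE-positive cells. Benchmarks: TNF-alpha high, DMSO low. Detection: immunofluorescence imaging. Buffer or medium: EGM-2, gelatin.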
RAD54 branch: inhibitors of human RAD54 branch migration. Q92698. RAD54 Holliday junction branch migration, FAM/BHQ fluorescence. inhibition, % at 10.4 µM. 360,000 tested, 0.14% active. AID 602329;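 active means mean normalized replicate activity at least 40 and at least half of replicates scoring 40 or more; inconclusive means only one of the two criteria met; inactive means mean below 40 and under half of replicates reaching 40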;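 further: 0% = median of neutral control wells and 100% = median of positive control wells; inhibitors cause a drop in the FAM fluorescence signal; in these data hits start at about 50%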
XiGFP reactiv: X-chromosome reactivation activator; XiGFP mouse fibroblasts, % GFP-positive cells imaging, 3 d; cells co-treated with 5-aza-dC sensitizer; scaled so ellipticine positive control = 100%; activation, % at 7.58 µM; AID 743238; 360,000 tested, 0.055% active;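 active means mean normalized replicate activation at least 10% and every replicate at or above 10%; inconclusive means only one of the two criteria met; inactive means mean below 10% and not all replicates reach 10%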;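 further: 0% = median of on-plate neutral control wells and 100% = ellipticine 6 µM median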
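Material: XiGFP fibroblasts, SV40-immortalized. Buffer or medium: DMEM plus 5-aza-dC sensitizer. Compound: single concentration per compound, delivered by pin transfer. Times: 3 days compound exposure. Controls: ellipticine 6 µM.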
RAD52 inh: blocks human RAD52 DNA annealing; recombinant RAD52 DNA annealing, FRET fluorescence; AID 651710; P43351; inhibition, % at 18.7 µM; 360,000 tested, 0.46% active;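 active means every replicate showing at least 50% inhibition; inconclusive means mean inhibition at least 50% but not in every replicate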
Target sequence (P43351 whole entry, looked up): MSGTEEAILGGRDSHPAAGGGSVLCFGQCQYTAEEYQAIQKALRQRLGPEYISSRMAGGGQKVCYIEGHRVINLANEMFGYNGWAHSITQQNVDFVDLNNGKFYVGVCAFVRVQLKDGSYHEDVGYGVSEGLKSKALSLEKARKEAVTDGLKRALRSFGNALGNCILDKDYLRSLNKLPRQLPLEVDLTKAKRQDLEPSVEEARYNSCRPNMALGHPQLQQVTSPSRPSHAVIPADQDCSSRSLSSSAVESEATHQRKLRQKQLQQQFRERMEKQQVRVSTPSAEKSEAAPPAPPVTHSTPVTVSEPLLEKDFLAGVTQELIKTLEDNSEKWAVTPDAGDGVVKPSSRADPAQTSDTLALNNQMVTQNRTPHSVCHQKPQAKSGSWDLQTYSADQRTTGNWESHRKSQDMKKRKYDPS
FN deposition inh: fibronectin deposition inhibition. AH1F fibroblasts, Alexa488-fibronectin deposition fluorescence, overnight. inhibition, % at 12.6 µM. 350,000 tested, 0.086% active. AID 743247;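 active means mean inhibition across replicates of 30% or more, regardless of how many single replicates reach that level; inconclusive means mean under 30% yet at least half of replicates reach 30%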;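 further: positive control wells lacked labelled fibronectin entirely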
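Material: AH1F fibroblast monolayer depositing Alexa488-labelled fibronectin into matrix / Amount: 10000 AH1F cells per well / Signal: fluorescence 485/525 nm / Medium: DMEM, 2% serum / Compound: single dose, pinned / Incubation: 1 h cell adhesion before compound, then overnight fibronectin incubation / Reagent: Alexa488-FN, 24 nM final / Read-out: inhibition of fibronectin deposition signal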
Active calls of the source: *; ? = inconclusive; / = not tested or not shown; & = joins results of further samples. The order is random. About 3% of those tested had a hit in this group.

SMILES | EWS-Fli inh | esBAF inh | S100A4 inh HTS | E-selectin induc | RAD54 branch | XiGFP reactiv | RAD52 inh | FN deposition inh
O=C(C[C@@H]1C[C@@H]2c3cc(NC(=O)NC4CCCC4)ccc3O[C@@H]2[C@H](CO)O1)NCc1ccccn1 | -6.7 | / | 33.9 | -0.1 | / | 0.0 | -5.5 | -0.5
CCCOc1ccc(C(=O)CCC(=O)NNC(=O)Cn2nc(C)cc2C)cc1 | 8.1 | -0.4 | 0.2 | -1.3 | -0.7 | 0.0 | -5.5 | -0.8
O=C(Nc1ccccc1)c1ccccc1NC(=O)c1ccccc1[N+](=O)[O-] | 7.6 | -7.9 | -0.1 | 0.1 | -13.0 | 0.0 | -22.9 | -8.0
COc1cccc(-c2cnc3c(c2)C(=O)N([C@@H](C)CO)C[C@H](C)[C@H](CN(C)Cc2ccncc2)O3)c1 | 4.7 | -5.1 | 13.2 | -2.5 | -0.4 | -0.6 | 6.0 | 2.3
O=C(CN1C(=O)NC2(CCCCC2)C1=O)Nc1cccc(Cl)c1Cl | 3.1 | -3.0 | -3.2 | / | -2.7 | 0.0 | -4.6 | 4.6
CCCN(C)C[C@@H]1Oc2ncc(-c3cc4ccccc4o3)cc2C(=O)N([C@H](C)CO)C[C@@H]1C | -0.8 | -0.1 | 6.1 | -1.6 | 11.7 | -0.1 | 3.0 | 10.7
C(/CCc1ccccc1)=N\Nc1nc2ccccc2[nH]1 | -9.8 | / | -4.9 | / | / | 0.0 | -3.5 | 0.2
CCOC(=O)N1CCC(NC(=O)Cc2ccccc2)CC1 | 22.0 | 2.4 | -4.1 | -0.1 | -6.1 | 0.0 | 5.3 | 6.0
O=C(C(Cc1ccccc1)n1cccc1)N1CCN(C2CCCCC2)CC1 (stereo not given) | 7.9 | -11.2 | 1.6 | / | 10.6 | 0.2 | -26.1 | -1.2
CN(C)C(=O)C[C@@H]1CC[C@@H]2[C@@H](COc3ccc(NC(=O)NCc4ccccc4)cc3C(=O)N2C)O1 | -6.1 | 3.4 | -5.7 | 0.0 | 2.4 | 0.0 | -4.4 | 4.7
C[C@@H]1CN([C@H](C)CO)C(=O)c2cc(N(C)C)ccc2O[C@H]1CN(C)Cc1ccncc1 | 1.1 | -1.7 | -4.5 | / | -3.9 | -0.6 | -12.8 | 1.1
CC1=CSC2=NC(C(F)(F)F)(C(F)(F)F)NC(=O)N12 | 1.5 | -12.9 | 0.6 | 4.2 | / | -0.1 | -6.3 | 9.6
COCC#Cc1ccc2c(c1)O[C@@H](CN(C)CC1CCCC1)[C@H](C)CN([C@@H](C)CO)S2(=O)=O | -3.3 | -0.4 | -10.0 | 1.4 | -4.1 | -0.1 | -29.9 | 2.4
COCC(=O)N(C[C@H]1N[C@H](CO)[C@H]1c1ccc(-c2cccnc2)cc1)C(C)C | -8.7 | -1.5 | 2.9 | -0.1 | 1.2 | 0.3 | -0.5 | -9.8
CC(C)NC(=O)N[C@H]1CC[C@@H](CC(=O)NCCCN(C)C)O[C@@H]1CO | -3.7 | 2.0 | 4.3 | -0.2 | 5.6 | 0.2 | -8.1 | -23.2
CC(C)CC#Cc1ccc2c(c1)O[C@@H](CN(C)C(=O)Nc1ccccc1F)[C@H](C)CN([C@@H](C)CO)S2(=O)=O | 38.2 | -2.2 | -2.5 | 0.4 | 6.0 | -1.3 | 18.2 | -6.9
O=C(Nc1ccc(Cl)c(Cl)c1)Nc1ccon1 | / | -6.4 | -2.3 | 1.4 | -8.3 | 0.1 | 5.6 | 9.2
CN1C(=O)c2cc(NC(=O)c3cc(F)cc(F)c3)ccc2OC[C@H]2O[C@@H](CC(=O)O)CC[C@H]21 | 3.4 | -2.3 | -13.9 | 0.2 | -3.6 | 0.2 | -2.3 | 11.8
C[C@@H]1CN([C@@H](C)CO)S(=O)(=O)c2ccc(C#Cc3ccccc3)cc2O[C@@H]1CN(C)C | 10.7 | -4.7 | -1.8 | / | -4.7 | -0.1 | 17.1 | /
CC(C)(C)c1cc(NC(=O)COC(=O)c2ccccc2)n(-c2ccccc2)n1 | -1.7 | -1.4 | -0.6 | -0.3 | -3.6 | 0.1 | -16.5 | 3.9
N#C[C@H]1[C@@H](c2ccccc2)[C@H](CO)N1C(=O)C1CCCC1 | 2.5 | -4.9 | 3.8 | -0.4 | -10.3 | 0.5 | -14.5 | 5.7
CN(C)CCNC(=O)c1cccc(-c2cccc3nccn23)c1 | 0.8 | -4.4 | -2.9 | 0.3 | -11.9 | 0.0 | 7.1 | /
COc1cccc(CC(=O)Nc2nc(-c3cccnc3)cs2)c1 | 3.8 | / | 1.8 | / | / | 0.1 | -25.5 | /
CCCC(NC(=O)CCc1c(C)c2cc3c(C)c(C)oc3cc2oc1=O)C(=O)NC(Cc1ccc(Cl)cc1)C(=O)O (stereo not given) | -6.6 | 16.7 | -1.5 | / | -8.9 | / | 5.6 | /
C/C(=N\NC(=O)COc1ccccc1-c1ccccc1)c1ccc(O)cc1O | 19.4 | / | 0.4 | 2.1 | / | -0.1 | -16.0 | 4.3
Going on with the list:
SMILES | EWS-Fli inh | esBAF inh | S100A4 inh HTS | E-selectin induc | RAD54 branch | XiGFP reactiv | RAD52 inh | FN deposition inh
CCCNC(=O)N1C[C@@H](C)[C@@H](OC)CN(C)C(=O)c2cc(NC(=O)CCC)ccc2OC[C@H]1C | 2.6 | 0.4 | 11.0 | -0.1 | -1.9 | 0.0 | 1.0 | -16.3
O=C1CCCC(=O)N1c1ccc(N2CCOCC2)c([N+](=O)[O-])c1 | 6.9 | 2.4 | -3.1 | 2.9 | 2.8 | -0.1 | -20.0 | -4.5
CN(C)c1ccc(C(CNC(=O)c2cccs2)N(C)C)cc1 (stereo not given) | -28.8 | ? | 0.1 | -0.1 | 10.5 | 0.0 | -8.3 | 1.9
C[C@H]1CN([C@@H](C)CO)C(=O)c2cc(NC(=O)Nc3ccc4c(c3)OCO4)ccc2O[C@@H]1CN(C)C(=O)Nc1ccc2c(c1)OCO2 | -12.2 | -4.4 | 0.9 | -0.3 | 0.4 | 0.2 | -4.6 | /
C[C@H](CO)N1C[C@H](C)[C@@H](CN(C)S(=O)(=O)c2cccs2)Oc2ccc(NC(=O)C3CC3)cc2CC1=O | 5.2 | 4.1 | -2.7 | -9.6 | 5.0 | 0.0 | 3.0 | /
C[C@H](CO)N1C[C@H](C)[C@@H](CN(C)CC2CCCCC2)Oc2ccc(NS(=O)(=O)c3ccc(Cl)cc3)cc2C1=O | -4.2 | 2.3 | -1.7 | -9.3 | -2.4 | -0.5 | 3.6 | -11.9
CCCNC(=O)COc1ncnc2sccc12 | -5.6 | -3.8 | -0.8 | -0.2 | -0.8 | 0.0 | -30.9 | -1.3
O=C(NCc1ccc(F)cc1)c1cc2n(n1)C(C(F)(F)F)CC(C1CC1)N2 (stereo not given) | 5.1 | -3.6 | -0.4 | 0.1 | 3.0 | 0.2 | 38.4 | 0.5
Cc1ccc(C(=O)NCC(=O)OCC(=O)NC(C)C2CC3CCC2C3)cc1 (stereo not given) | -0.2 | -1.3 | 0.5 | / | -9.8 | 0.2 | -9.1 | 5.4
COc1ccc(CN2CC34C=CC(O3)C(C(=O)O)C4C2=O)cc1 (stereo not given) | 0.3 | 6.0 | -0.3 | 0.0 | -10.4 | 0.2 | -17.0 | -3.5
CCN(CC(=O)Nc1cccc(C#N)c1)CC(=O)Nc1cccc(OC)c1 | 0.9 | 1.3 | 0.8 | 4.2 | -1.4 | 0.2 | -16.7 | 1.4
Cc1ccc(C(=O)NCC(=O)Nc2cccc(S(=O)(=O)NC3=NCCCCC3)c2)cc1C | -6.9 | 9.1 | 24.5 | / | -2.6 | 0.0 | 0.0 | 6.9
O=[N+]([O-])c1cccc(S(=O)(=O)Nc2ccc3cn[nH]c3c2)c1 | -8.7 | 4.5 | -16.0 | / | -7.1 | 0.1 | -1.3 | -1.2
O=C(c1ccco1)N1CCN(C(=O)N2c3ccccc3Sc3ccccc32)CC1 | 54.3* | -23.8 | -4.5 | / | 2.6 | / | 0.8 | /
COc1cccc(CNC(=O)C2CC(=O)N(C3CCCCC3)C2)c1 (stereo not given) | / | -0.8 | -1.9 | / | -8.3 | 0.0 | 1.5 | 2.2
C[C@H](CO)N1C[C@H](C)[C@@H](CN(C)C(=O)NC2CCCCC2)Oc2ccc(NS(=O)(=O)c3ccc(F)cc3)cc2C1=O | 7.7&3.3&12.0 | -5.1&1.6&-7.1 | 6.5&-1.3&3.2 | 0.0&-12.2 | -2.1&3.0&5.5 | -0.3&0.0 | 2.3&-5.6&7.3 | -1.5&-0.1
C[C@@H]1CN([C@@H](C)CO)C(=O)Cc2cc(NC(=O)C3CCCCC3)ccc2O[C@@H]1CN(C)C(=O)NC1CCCCC1 | -1.0 | 4.2 | -11.4 | 19.9 | -4.9 | 0.2 | 11.6 | /
CC1CN(C(=O)COC(=O)CSc2ccc([N+](=O)[O-])cc2)CC(C)O1 (stereo not given) | 2.2 | -5.0 | 3.7 | -0.1 | 1.6 | 0.1 | -1.8 | 1.6
CCC1=Nc2cc(C(=O)NCCN3CCCC3)ccc2Sc2ccccc21 | 5.9 | -2.4 | 2.7 | / | -2.3 | 0.1 | 6.4 | -13.5
CNc1c(NS(=O)(=O)c2ccc(CC(C)C)cc2)c(=O)oc2ccccc12 | -8.8 | -3.5 | -2.6 | 0.1 | -14.7 | 0.5 | -20.8 | 2.0
Cc1c(C(C)CCCO)oc(=O)c2c1Oc1c(C)c(C(C)C[C@H](C)O)oc(=O)c1C2 (stereo not given in full) | 5.6 | 14.0 | -4.1 | -0.5 | 0.3 | 0.0 | -20.8 | -4.4
CC(C)NC(=O)N(C)C[C@@H]1Oc2c(cccc2N(C)C)C(=O)N([C@@H](C)CO)C[C@H]1C | -0.7 | -5.0 | -0.7 | -0.9 | 11.0 | 0.1 | -9.2 | /
CCCCCCC1CC(CC(=O)Nc2ccc([N+](=O)[O-])cc2)C(=O)O1 (stereo not given) | 0.4 | / | 6.3 | / | 3.5 | 0.2 | -13.7 | -0.4
CNC[C@H]1Oc2ccc(NC(=O)NC(C)C)cc2C(=O)N([C@H](C)CO)C[C@@H]1C | -1.0 | -3.8 | 7.0 | -5.0 | 3.2 | 0.3 | -6.9 | /
O=C(/C=C/c1ccccc1)C1=C(O)C(=O)N(CCO)C1c1ccccc1[N+](=O)[O-] (stereo not given) | 11.2 | / | -19.4 | 0.5 | / | 0.1 | -17.3 | 3.4
O=C(NCc1ccccc1)C(=O)Nc1nc(C23CC4CC(CC(C4)C2)C3)cs1 | 13.9 | / | -2.4 | 0.0 | -6.2 | 0.1 | -6.0 | -0.3
